# NOD1 inhibition – NOD1 signaling inhibitors, primary screen, cell-based, luminescence, uHTS (AID 1578). NOD1-driven NF-kB luciferase reporter cells, luminescence; higher % means a stronger effect. inhibition, % at 4 µM; hits with a dose series show EC50 in µM. 290,000 tested, 1% active; in the data active = inhibition mostly above about 36%, no sharp cut-off; inactive = mostly below about 34%;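 also: HEK-293T reporter cells stimulated with the NOD1 agonist gamma-tri-DAP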
# NTR1 agonist – agonists of NTR1, primary screen, imaging, U2OS cells, beta-arrestin-GFP, high content (AID 493036). NTR1-U2OS beta-arrestin-GFP spot imaging, agonist mode. activation, % at 20 µM. 330,000 tested, 0.17% active;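 active = activation at or above 40% of the spot to cytoplasm intensity ratio, with at least 20 cells analyzed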;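 also: 0% = DMSO without peptide and 100% = 100 nM NTR1 peptide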
# Target sequence (P30989 whole entry, looked up): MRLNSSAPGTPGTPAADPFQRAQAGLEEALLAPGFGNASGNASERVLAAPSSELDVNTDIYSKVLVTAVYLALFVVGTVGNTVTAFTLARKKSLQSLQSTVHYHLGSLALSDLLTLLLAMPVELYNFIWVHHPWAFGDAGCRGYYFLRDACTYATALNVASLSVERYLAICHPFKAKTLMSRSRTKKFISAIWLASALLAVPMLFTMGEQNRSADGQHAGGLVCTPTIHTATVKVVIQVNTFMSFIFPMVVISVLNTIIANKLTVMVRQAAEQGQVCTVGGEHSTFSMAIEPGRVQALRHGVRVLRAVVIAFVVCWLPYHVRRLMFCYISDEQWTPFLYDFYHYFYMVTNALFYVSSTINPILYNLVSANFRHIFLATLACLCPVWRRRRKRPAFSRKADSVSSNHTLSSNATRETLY
# K1F lysis inhibition – inhibition of K1F phage lysis, E. coli UTI89, bacterial capsule biogenesis inhibitors, alamar blue (AID 488966); E. coli UTI89 K1F phage lysis, alamar blue, 2 h; higher % means a stronger effect; one-dose inhibition, % at 100 µM; IC50 in µM for titrated hits; 340,000 tested, 0.02% active;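 active = phage lysis inhibition, versus mean bacterial control, above a set limit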;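 also: capsule biogenesis inhibitors block K1F phage lysis so surviving cells raise fluorescence; higher fluorescence means more inhibition of phage lysis; actives were called in the ten point dose series up to 300 µM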
# GPR55 beta-arrestin – GPR55 agonists via beta-arrestin recruitment, primary screen, imaging, U2OS cells, beta-arrestin-GFP redistribution (AID 1961); U2OS GPR55 beta-arrestin-GFP redistribution imaging; higher % means a stronger effect; 290,000 tested, 0.048% active; one-dose activation, % at 10 µM; EC50 in µM for titrated hits;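 active = activation above 40% with more than 50 cells counted in the well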;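 also: U2OS osteosarcoma cells stably expressing GPR55 and beta-arrestin-GFP; plate controls were DMSO negative control for no effect and LPI positive control for full effect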
# KOR beta-arrestin-1 – KOR antagonists, beta-arrestin recruitment, cell-based, luminescence, uHTS (AID 1778); KOR beta-arrestin recruitment, luminescence, antagonist mode; higher % means a stronger effect; one-dose inhibition, % at 10 µM; IC50 in µM for titrated hits; 290,000 tested, 0.091% active; in the data active = inhibition above about 50%; also: strong numbers were not always called active
# GPR35 arrestin U2OS – GPR35 antagonists blocking zaprinast-driven arrestin recruitment, primary screen, imaging, U2OS, beta-arrestin-GFP, zaprinast agonist (AID 2058). U2OS GPR35 beta-arrestin-GFP translocation imaging, zaprinast antagonism; higher % means a stronger effect. 290,000 tested, 0.052% active. inhibition, % at 10 µM; hits with a dose series show IC50 in µM;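 active = inhibition of at least 50% with at least 30 cells and total cytoplasm GFP at most 10,000,000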
# Rac1 GTP hydrolysis – MgcRacGAP GTPase-activating activity inhibitors, confirmation, biochemical, ADP Hunter fluorescence; MgcRacGAP-stimulated Rac1 GTP hydrolysis, ADP Hunter fluorescence; higher % means a stronger effect; GST-tagged Rac1 F28L mutant substrate; one-dose inhibition, % at 30 µM; IC50 in µM for titrated hits; 340,000 tested, 0.6% active;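 active = first-screen hits whose inhibition reached a set limit at any dose in the follow-up dose series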;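 also: fluorescence reports GDP produced by GAP-driven GTP hydrolysis; strong numbers were not always called active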
# GPR55 LPI antagonism – GPR55 antagonists blocking LPI-driven arrestin recruitment, primary screen, imaging, U2OS, beta-arrestin-GFP, LPI agonist (AID 2013). U2OS GPR55 beta-arrestin-GFP translocation imaging, LPI antagonism; higher % means a stronger effect. inhibition, % at 10 µM, or IC50 in µM where a hit was titrated. 290,000 tested, 0.13% active;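 active = spots per cell inhibited over 60%, with over 100 cells counted and total cytoplasm intensity under 500,000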;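 also: U2OS cells stably carrying GPR55 and arrestin-GFP stimulated by 5 µM LPI near EC80; imaged beta-arrestin-GFP aggregate spots per cell after agonist stimulation; plate controls were LPI-stimulated DMSO wells for no effect and DMSO wells without LPI for full effect; some results filed as inactive read as strong as hits; confirmed hits need IC50 under 10 µM and bright autofluorescent wells are also inconclusive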
# KOR beta-arrestin-2 – kappa opioid receptor activators – cell-based, luminescence, uHTS, primary screen (AID 1777) | KOR beta-arrestin recruitment, luminescence; higher % means a stronger effect | 280,000 tested, 0.02% active | one-dose activation, % at 10 µM; EC50 in µM for titrated hits; in the data active = activation above about 50%, passing the limit was not always enough; also: a part of the inactive calls stands beside numbers as strong as those of hits
# NTR1 agonist cell count 20 µM – further read-out of NTR1 agonist, marked with its call; cell count; measured here: cell count, cytotoxicity flag
# An asterisk follows results filed as active; i = inactive; x = not tested or not shown; & = joins results of further samples; [ ] = remark or other dose.
SMILES	GPR55 beta-arrestin	KOR beta-arrestin-1	NTR1 agonist cell count 20 µM	NOD1 inhibition	GPR55 LPI antagonism	K1F lysis inhibition	NTR1 agonist	GPR35 arrestin U2OS	KOR beta-arrestin-2	Rac1 GTP hydrolysis
O=C(CNC(=O)C1CCCCC1)Nc1ccc(Cl)cc1	-0.4%	-4%	75	3%	-1%	0.1%	-4.2	-4%	-3.2%	6%
CCc1cccc(C)c1NC(=O)CSc1nnc(CCCOc2ccc(Cl)cc2Cl)n1C	-0.2%	5%	48	-41%	-7%	0.0%	2.2	2%	1.1%	6%
COCC(=O)n1nc(-c2ccccc2)nc1NCc1ccc(N(C)C)cc1	-0.1%	19%[20 µM]	51	-36%	5%	0.9%	-0.1	-24%	-8.0%	20%
COc1ccc(C2CC(c3ccccc3)n3nc(NC(=O)c4cccs4)nc3N2)cc1 (stereo not given)	-0.1%	-44%	37	-16%	-26%	-0.3%	-0.6	-15%	56%	0%
O=C1CCCC(O)=C1C(C#Cc1ccccc1)C1=C(O)CCCC1=O	-0.1%	25%	96	20%	2%	0.1%	-4.4	-24%	-0.9%	8%
COc1ccccc1NC(=O)Cn1cnc2c(nnn2-c2ccc(C)cc2)c1=O	0.2%	0%	86	-25%	12%	1.0%	1.8	-4%	-1.8%	2%
COC(=O)C(c1ccccc1)N(Cc1cccc(CN(C(C(=O)OC)c2ccccc2)S(C)(=O)=O)c1)S(C)(=O)=O (stereo not given)	0.9%	-24%[20 µM]	89	-20%	-2%	-1.1%	1.5	-3%	-3.7%	4%
CC1CCCC(C)N1c1nnc(NC(=O)Cn2c(=O)oc3ccccc32)s1 (stereo not given)	-0.3%	-38%	54	7%	-7%	0.0%	5.5	26%	-3.4%	-2%
C=CCN(Cc1ccc(OC)c(OC)c1)C(=O)c1cc2cc(F)ccc2[nH]1	-0.3%	18%	50	-5%	-2%	0.3%	1.7	-9%	-1.3%	6%
CCCc1nnc(NC(=O)CCC(=O)NC2CC2)s1	-0.2%	-32%	53	-24%	0%	0.2%	-0.2	55%	-3.7%	4%
C=CCSc1nc(N(CC)CC)c2sccc2n1	-0.1%	-16%	53	50%	27%	0.8%	3.5	6%	3.7%	5%
COc1ccc(/C(C)=N/NC(=S)NCCc2ccccc2)cc1	-0.3%	-35%	36	-27%	-12%	-0.1%	2.2	-16%	5.2%	21%
CCc1ccc2c(c1)/C(=C/C(=O)c1cccs1)C(=O)N2	0.1%	-14%	93*	18%	14%	-0.4%	42*	22%	-2.1%	4%
O=C(Nc1cc(-c2nc3ccccc3s2)ccc1Cl)c1ccc2c(c1)OCO2	0.3%	3%	38	6%	2%	2.0%	4.6	6%	-1.9%	-6%
COc1ccc(C2=NOC(C(=O)Nc3ccc(C(C)=O)cc3)C2)cc1OC (stereo not given)	0.2%	7%	46	4%	14%	-1.4%	0.7	18%	-1.5%	1%
CCN1CCCC1CNC(=O)c1cc(S(=O)(=O)CC)c(N)cc1OC (stereo not given)	-0.1%	12%	46	1%	-3%	x	-2.4	-4%	-4.6%	x
O=C(c1ccccc1)c1cccn1CC(=O)N1CCN(c2ccccc2)CC1	0.0%	14%	37	28%	1%	1.6%	-0.6	2%	-2.9%	15%
CC1C(=O)C(C)C(c2ccc(Br)cc2)NC1c1ccc(Br)cc1 (stereo not given)	-0.1%	13%	35	-16%	-2%	-0.1%	0.7	-15%	1.4%	x
CCN1CCN(Cc2ccc(NC(=O)c3ccc(C)c(NC(=O)C4=NN(c5ccccc5)C(=O)C4)c3)cc2C(F)(F)F)CC1	-0.1%	24%	62	-6%	-1%	-0.7%	-0.6	18%	-3.0%	12%&8%
COc1ccc(N2CCN(C(=O)c3oc4ccccc4c3NC(=O)CCc3cc(OC)no3)CC2)cc1	-0.2%	-16%	65	-12%	3%	0.2%	2.5	3%	-2.2%	28%
Cc1[nH]n2c(=O)cc(C(C)(C)C)nc2c1-c1ccccc1	-0.1%	20%	65	85%*	1%	-4.0%	-2.1	-6%	-1.3%	4%
O=C(O)c1cccc(Nc2nc(-c3ccccc3)nc3ccccc23)c1	0.3%	10%	91	3%	-12%	0.1%	-0.3	-8%	-4.1%	x
COc1ccc(-c2ccc(SCC(=O)N3CCN(c4ccccc4)CC3)nn2)cc1	0.3%	-42%	50	-21%	4%	0.4%	2.3	-16%	-2.5%	5%
CCN(CC)CCN1C(=O)/C(=C\c2ccc(Cl)c([N+](=O)[O-])c2)SC1=Nc1ccc(OC)cc1	-0.1%	33%	55	24%	7%	0.0%	3.6	-10%	-0.7%	8%
Cc1cc(C)n(-c2nc3ccccc3nc2N2CCCCCC2)n1	-0.4%	-16%	81	-12%	-1%	-0.4%	-0.7	-14%	7.0%	7%
Cc1cccc2c1NC(C)CC2C (stereo not given)	-0.2%	13%	43	-6%	0%	-1.5%	1.3	4%	3.5%	6%
O=C(Cc1ccccc1)NC1CCN(S(=O)(=O)c2ccc(C(=O)O)cc2)CC1	-0.2%	-15%	60	18%	2%	1.9%	0.7	0%	-2.0%	4%
OC(CN1CCN(Cc2ccccc2)CC1)c1ccccc1 (stereo not given)	-0.3%	6%	54	6%	-2%	-1.0%	-0.6	15%	-3.0%	-2%
CCc1ccccc1NC(=O)CN(C1CCCCC1)S(C)(=O)=O	0.1%	-15%[20 µM]	59	-44%	2%	-0.8%	0.2	-2%	-4.0%	2%
O=C(O)c1cnn(-c2ccccc2)c1-n1cccc1	0.0%	-11%	65	-13%	-5%	-0.6%	-1.6	-2%	-5.6%	1%
COc1ccc(-c2nc3ccccc3nc2-c2ccccc2)cc1OC	-0.2%	11%	62	-2%	-14%	-0.3%	0.5	16%	5.3%	-6%
COc1cc(/C=N/NC(=O)CNC(=O)c2ccco2)ccc1O	0.1%	1%	91	-32%	4%	0.3%	0.7	2%	-7.8%	38µM*
Cc1ccccc1C(=O)NC(=S)Nc1ccc(S(=O)(=O)N2CCN(C)CC2)cc1	0.1%	-56%	62	9%	0%	-0.3%	0.0	-3%	4.6%	6%
Cc1ccc(NC(=S)Nc2cc(-c3ccccc3)[nH]n2)cc1Cl	0.3%	11%	62	-15%	9%	0.1%	8.1	-2%	-3.9%	0%
O=C1CSC(c2cccnc2)N1CCc1ccccn1 (stereo not given)	-0.2%	-8%	36	x	-9%	0.0%	-0.1	7%	2.7%	12%
CNc1nc(N)c(C(=O)C(C)(C)C)s1	-0.2%	-35%	50	-10%	-7%	1.8%	-0.5	-1%	-1.5%	5%
O=C(COC(=O)c1cncc(Br)c1)NCc1ccc(Cl)cc1	-0.3%	15%	60	-10%	8%	0.3%	-0.6	0%	3.8%	7%
c1ccc(OCCN2CCOCC2)cc1	-0.1%	-3%[20 µM]	58	-7%	1%	0.0%	-0.2	-3%	-1.2%	30%
COc1ccc(CNC(=O)CCCn2nc(C)c([N+](=O)[O-])c2C)cc1OC	-0.2%	-10%	52	-32%	-5%	0.3%	-0.6	-10%	-6.0%	14%
Cc1cc(C(F)F)n2nc(C(=O)Nc3ccc(S(=O)(=O)NC45CC6CC(CC(C6)C4)C5)cc3)nc2n1	-0.1%	4%	56	-6%	-2%	i	6.7	-1%	3.9%	12%
Cc1ccccc1-c1noc(CCC(=O)NC2CCCCC2)n1	0.1%	5%	51	-26%	-5%	0.0%	0.8	-4%	-2.6%	10%
COc1ccc(NC(=O)Cn2nnc(C(=O)NCc3cccc(OC)c3)c2N)cc1	-0.2%	-25%	87	-5%	-3%	2.6%	-2.8	0%	3.4%	4%
O=S(=O)(Cc1ccco1)Cc1nc(-c2ccc(Cl)cc2)cs1	0.2%	-17%	57	-10%	-1%	x	-0.4	6%	0.5%	x
Cc1ccc(Cl)cc1N1CCN(CC(=O)Nc2ccc3[nH]c(=O)[nH]c3c2)CC1	0.5%	-59%	44	26%	-3%	10%	4.4	16%	-1.3%	8%
Cc1nn2cc(-c3cccc(Cl)c3)cnc2c1Br	-0.1%	-82%[20 µM]	77	-38%	-18%	0.3%	-0.1	2%	4.7%	4%
COc1ccc(C(=O)Nn2c(CCC(=O)O)ccc2-c2ccc(C)cc2)cc1OC	0.3%	3%[20 µM]	28	-17%	2%	0.5%	-1.3	8%	1.1%	3%
Cc1ccc(-c2noc(CN(C(=O)c3cccs3)C(C)C)n2)cc1	-0.1%	-14%	56	-9%	18%	0.7%	1.5	3%	-0.3%	-2%
Cc1ccc(C2/C(=C(/O)c3ccccc3)C(=O)C(=O)N2CCN2CCOCC2)o1 (stereo not given)	-0.1%	12%	71	-52%	6%	0.4%	-0.6	22%	-1.4%	10%
Cc1cc2cc(CN(C(=O)C3CC3)C3CCCC3)c3nnnn3c2cc1C	-0.1%	-10%	104	2%	0%	0.2%	2.3	-2%	4.8%	6%
CCNCc1ccc(OCc2ccccc2F)c(OC)c1	-0.1%	-18%	92	-30%	18%	0.3%	-1.2	-6%	-3.2%	11%

# Part of the list above, reformatted.
# Under each structure: GPR55 beta-arrestin	KOR beta-arrestin-1	NTR1 agonist cell count 20 µM	NOD1 inhibition	GPR55 LPI antagonism	K1F lysis inhibition	NTR1 agonist	GPR35 arrestin U2OS	KOR beta-arrestin-2	Rac1 GTP hydrolysis
COc1ccc(CNC(=O)CCCn2nc(C)c([N+](=O)[O-])c2C)cc1OC
    -0.2%	-10%	52	-32%	-5%	0.3%	-0.6	-10%	-6.0%	14%
CCc1ccc2c(c1)/C(=C/C(=O)c1cccs1)C(=O)N2
    0.1%	-14%	93*	18%	14%	-0.4%	42*	22%	-2.1%	4%
COc1ccc(C2CC(c3ccccc3)n3nc(NC(=O)c4cccs4)nc3N2)cc1 (stereo not given)
    -0.1%	-44%	37	-16%	-26%	-0.3%	-0.6	-15%	56%	0%
COCC(=O)n1nc(-c2ccccc2)nc1NCc1ccc(N(C)C)cc1
    -0.1%	19%[20 µM]	51	-36%	5%	0.9%	-0.1	-24%	-8.0%	20%
Cc1ccc(C2/C(=C(/O)c3ccccc3)C(=O)C(=O)N2CCN2CCOCC2)o1 (stereo not given)
    -0.1%	12%	71	-52%	6%	0.4%	-0.6	22%	-1.4%	10%
COc1cc(/C=N/NC(=O)CNC(=O)c2ccco2)ccc1O
    0.1%	1%	91	-32%	4%	0.3%	0.7	2%	-7.8%	38µM*

# From PubChem

# This is a subset; rates above refer to the full screens.
